# Source: PubChem (National Center for Advancing Translational Sciences (NCATS))
# KDM5B inh = Primary screen for KDM5B Histone Demethylases FDH-coupled qHTS | KDM5B demethylase, FDH-coupled NADH fluorescence (FDH is formaldehyde dehydrogenase) | Lysine-specific demethylase 5B (Homo sapiens), Q9UGL1 | Potency, µM (highest dose often 57.7 µM), without a hit: at the highest dose activity change, negative = inhibition, hits mostly inhibitors | 2.6% of 220,000 active | AID 1347165, 2019; active means well fitted inhibition curve with a large enough effect; inconclusive means small, poorly fitted or top-dose-only effect; inactive means no such curve, though single readings can be large or run the other way; further: 0% is about no effect; nearly all actives have a fitted effect of over 70% in size
# Target sequence (Q9UGL1 whole entry, looked up): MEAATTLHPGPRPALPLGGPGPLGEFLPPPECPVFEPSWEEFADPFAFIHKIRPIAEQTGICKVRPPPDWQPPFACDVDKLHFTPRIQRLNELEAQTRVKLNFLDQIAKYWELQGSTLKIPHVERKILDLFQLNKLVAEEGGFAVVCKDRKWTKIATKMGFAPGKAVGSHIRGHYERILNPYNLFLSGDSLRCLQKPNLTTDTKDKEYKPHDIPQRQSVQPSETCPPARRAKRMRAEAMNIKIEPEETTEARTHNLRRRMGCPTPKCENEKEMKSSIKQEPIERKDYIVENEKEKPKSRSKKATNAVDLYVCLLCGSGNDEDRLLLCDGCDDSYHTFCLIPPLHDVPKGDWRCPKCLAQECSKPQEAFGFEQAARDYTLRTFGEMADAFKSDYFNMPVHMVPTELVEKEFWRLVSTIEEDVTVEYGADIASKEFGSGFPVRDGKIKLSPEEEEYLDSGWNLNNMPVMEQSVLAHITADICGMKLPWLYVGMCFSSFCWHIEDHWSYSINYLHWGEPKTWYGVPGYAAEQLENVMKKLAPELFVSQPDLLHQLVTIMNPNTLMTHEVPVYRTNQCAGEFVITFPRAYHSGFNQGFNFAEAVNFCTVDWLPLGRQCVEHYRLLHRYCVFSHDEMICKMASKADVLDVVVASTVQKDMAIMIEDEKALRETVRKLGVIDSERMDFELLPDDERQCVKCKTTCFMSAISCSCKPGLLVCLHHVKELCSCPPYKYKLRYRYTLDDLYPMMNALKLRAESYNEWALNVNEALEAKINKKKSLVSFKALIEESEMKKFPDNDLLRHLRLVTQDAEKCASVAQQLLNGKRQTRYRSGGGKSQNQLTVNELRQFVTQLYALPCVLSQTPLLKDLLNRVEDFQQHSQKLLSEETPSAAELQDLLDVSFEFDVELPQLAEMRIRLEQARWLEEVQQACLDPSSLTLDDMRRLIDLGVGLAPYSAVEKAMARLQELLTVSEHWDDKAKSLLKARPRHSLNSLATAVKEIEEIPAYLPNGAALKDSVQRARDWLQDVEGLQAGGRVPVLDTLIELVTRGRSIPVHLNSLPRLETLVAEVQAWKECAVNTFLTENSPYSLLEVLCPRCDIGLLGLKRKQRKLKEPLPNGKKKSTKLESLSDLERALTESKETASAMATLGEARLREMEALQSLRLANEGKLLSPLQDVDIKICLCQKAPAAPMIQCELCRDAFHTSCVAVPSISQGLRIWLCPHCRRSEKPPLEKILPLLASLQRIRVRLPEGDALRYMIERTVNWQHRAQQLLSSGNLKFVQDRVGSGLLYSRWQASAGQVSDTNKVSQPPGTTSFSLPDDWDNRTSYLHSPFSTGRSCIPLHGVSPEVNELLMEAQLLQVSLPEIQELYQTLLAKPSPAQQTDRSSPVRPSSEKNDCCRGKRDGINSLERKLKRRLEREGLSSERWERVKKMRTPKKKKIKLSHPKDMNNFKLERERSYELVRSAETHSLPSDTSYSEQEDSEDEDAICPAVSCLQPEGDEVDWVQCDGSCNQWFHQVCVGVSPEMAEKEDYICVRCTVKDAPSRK
#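 Compound dilutions met 200 nM (final) KDM5BΔAP for 10 min at room temperature before substrate addition. The substrate mix held 12.5 µM H3K4me3 with cofactors 25 µM α-ketoglutarate and 50 µM Fe²⁺. NADH signal gain over 30 min defined activity.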
# Numbers without * were called inactive; u = inconclusive; [ ] = another dose, or the depositor's remark. Potency means the concentration at half of the fitted maximal effect. These rows are one share of the data; the hit share may differ from the screen's.
SMILES,KDM5B inh
Cc1oc(-c2ccccc2Cl)nc1CS(=O)(=O)CC(=O)NC(C)c1ccccc1 (stereo not drawn),2%
Cc1c(C(=O)NC(c2ccc(F)cc2)c2nccn2C)oc2ccc(F)cc12 (stereo not drawn),-15%
Clc1ccc(COc2ccc(CNCC3CCNCC3)cc2)cc1,-19%
O=C(Cn1cc(C(=O)c2ccco2)c2ccccc21)Nc1ccc(Br)cc1,13%
O=S(=O)(Nc1nc2ccccc2nc1Nc1ccc(F)cc1)c1cccc(Cl)c1,7%
Cc1cccc(C(=O)Nc2sc3c(c2C(=O)O)CCCC3)c1,-16%
Cc1ccc(C)c(CN2C(=O)c3ccccc3S(=O)(=O)c3ccc(C(=O)N4CCN(c5ccccc5)CC4)cc32)c1,-16%
CCOc1ccc(S(=O)(=O)NCC(c2ccco2)S(=O)(=O)c2cccs2)cc1 (stereo not drawn),-21%
O=C(/C=C/c1ccccc1)C1=C(O)C(=O)N(CCO)C1c1cccc([N+](=O)[O-])c1 (stereo not drawn),u
CCC(=O)N1CCCC(c2nc(C(C)C)no2)CCNC(=O)CC1 (stereo not drawn),-2%
CNc1nc(N2CC[C@@H]3C[C@H](N4CCOCC4)CC[C@@]3(COC)C2)ncc1F,u
Cc1ccc(C)c(OCC(O)Cn2nnc(-c3cccnc3)n2)c1C (stereo not drawn),0%
Cc1ccccc1NC(=O)CC1C(=O)NCCN1C(=O)c1cccc(Cl)c1 (stereo not drawn),8%
Fc1ccccc1CNCCCSc1nnnn1-c1ccccc1,-9%
COc1cc(C2CC(=O)Nc3c2c(=O)[nH]c2nc4ccccc4n32)ccc1O (stereo not drawn),u
O=C(Cc1cccc(Cl)c1)N1C[C@@H](CO)[C@H](c2ccncc2)C1,-17%
Cc1ccc(C)c(CNC(=O)c2ccc3c(c2)N(S(=O)(=O)c2ccccc2)CC3)c1,-4%
Cc1cccc2c1nc1n2[C@@H](CNS(=O)(=O)c2ccc(F)cc2)COC1,-6%[86.2 µM]
O=C1NCc2ccccc2CC12CCCCN2Cc1ccsc1 (stereo not drawn),7%[149 µM]
CCCCNc1ncnc2c1nnn2C,-6%
CSc1cccc(NC(=O)c2cccc(Cl)c2Cl)c1,16%
CCCCCn1c(NCc2ccccc2OC)nc2ccccc21,8%
CSc1nc(N)c(C(=O)Nc2ccc([N+](=O)[O-])cc2)s1,u
COc1ccc(CC(=O)NCc2nnc3ccccn23)cc1OC,-14%
O=C(NC1CCCC1)c1ccc2c(=O)n(Cc3ccccc3)c(SCc3cccc(F)c3)nc2c1,-27%
COc1ccc(CCN2C(=O)O[C@@H]3CN(c4ncc(C)c(N(C)C)n4)C[C@@H]32)cc1,-4%
COc1ccc(C(=O)N[C@@H]2CN(c3ccccn3)C[C@H]2CN(C)C)c(OC)c1,28µM*
COc1cc([N+](=O)[O-])ccc1NC(=O)NNC(=O)CCc1ccccc1,16%
O=C(/C(=C/c1ccsc1)C(=O)C(F)(F)F)c1ccccc1,u
Cc1ccc(C(=O)NC2CCN(c3cc(-c4cccs4)[nH]n3)CC2)cc1F,u
CCc1nnsc1C(=O)NCC1(c2ccc(F)cc2)CC1,20%
Cc1ccc(C(=O)N2CCC[C@H]2c2nc(-c3ccccc3)no2)c(C)c1,-2%
COc1cc(C(=O)OCCOc2ccc(F)cc2)cc(OC)c1OC,9%
CN1CCCN(S(=O)(=O)c2ccccc2)CCC(=O)NCC1,-9%
Cc1noc2ncnc(N3CCCC(C(=O)NCCC(C)C)C3)c12 (stereo not drawn),-3%
COc1ccccc1N(Cc1cc2ccccc2[nH]c1=O)C(=O)c1ccccc1,0%
Cc1ccccc1C(=O)NC(NC(=O)c1ccccc1C)c1ccccc1F,7%
COc1cc2c(cc1CN1C[C@@H]3CC[C@H](C1)N(CC1CCC1)C3=O)OCCO2,9%
Cc1ccc(Cn2c(=O)n(CCCCC(=O)NCc3ccc4c(c3)OCO4)c(=O)c3ccccc32)cc1,-3%
CN1CC(=O)N(C2CCCNCC2)Cc2c1ncnc2N1CCCCC1 (stereo not drawn),u
CN1CCN(C(=O)[C@@H]2CCC[C@@H](NC3CCC3)CN(C)C(=O)C2)CC1,21%[86.2 µM]
Cc1ccc(C2Cn3nnc(-c4noc(-c5cnccn5)n4)c3CO2)cc1 (stereo not drawn),9%
C=CCn1c(O)c(N=O)c2ccccc21,21%
CC(C)C(=O)N1N=C(c2ccc3c(c2)OCO3)CC1c1ccc2nccnc2c1 (stereo not drawn),13%
N#Cc1cccc(CN[C@H]2CO[C@H]3[C@@H]2OC[C@H]3OC(=O)Nc2ccc(Oc3ccccc3)cc2)c1,-25%
O=C(C1CC1)N1CCC2(CC1)Cc1ccccc1NC2=O,20%[86.2 µM]
CCc1noc(C)c1C(=O)N1CCc2c(nc(-c3ccccn3)[nH]c2=O)C1,-25%
COc1ccc(C(=O)N(c2ccc(OC)cc2)S(=O)(=O)c2ccc3c(c2)n(C)c(=O)n3C)cc1,2%

# A different layout for some results above:
SMILES	KDM5B inh
Cc1noc2ncnc(N3CCCC(C(=O)NCCC(C)C)C3)c12 (stereo not drawn)	-3%
COc1ccccc1N(Cc1cc2ccccc2[nH]c1=O)C(=O)c1ccccc1	0%
Cc1ccccc1C(=O)NC(NC(=O)c1ccccc1C)c1ccccc1F	7%
COc1cc2c(cc1CN1C[C@@H]3CC[C@H](C1)N(CC1CCC1)C3=O)OCCO2	9%
Cc1ccc(Cn2c(=O)n(CCCCC(=O)NCc3ccc4c(c3)OCO4)c(=O)c3ccccc32)cc1	-3%
CN1CC(=O)N(C2CCCNCC2)Cc2c1ncnc2N1CCCCC1 (stereo not drawn)	u
CN1CCN(C(=O)[C@@H]2CCC[C@@H](NC3CCC3)CN(C)C(=O)C2)CC1	21%[86.2 µM]
Cc1ccc(C2Cn3nnc(-c4noc(-c5cnccn5)n4)c3CO2)cc1 (stereo not drawn)	9%
C=CCn1c(O)c(N=O)c2ccccc21	21%
CC(C)C(=O)N1N=C(c2ccc3c(c2)OCO3)CC1c1ccc2nccnc2c1 (stereo not drawn)	13%
N#Cc1cccc(CN[C@H]2CO[C@H]3[C@@H]2OC[C@H]3OC(=O)Nc2ccc(Oc3ccccc3)cc2)c1	-25%
O=C(C1CC1)N1CCC2(CC1)Cc1ccccc1NC2=O	20%[86.2 µM]
CCc1noc(C)c1C(=O)N1CCc2c(nc(-c3ccccn3)[nH]c2=O)C1	-25%
COc1ccc(C(=O)N(c2ccc(OC)cc2)S(=O)(=O)c2ccc3c(c2)n(C)c(=O)n3C)cc1	2%

# Additional structures follow:
SMILES,KDM5B inh
O=C(NCc1ccc(Cl)cc1)c1c[nH]c2ncccc12,-21%[86.2 µM]
O=[N+]([O-])c1ccc(/C=N/Nc2nc3ccccc3o2)cc1,31%
CS(=O)(=O)c1ccc(CN2CC[C@H]3NCCC[C@]3(C(=O)O)C2)cc1,u
Cc1ccc2c(c1)C(O)(CC(=O)c1ccco1)C(=O)N2 (stereo not drawn),11%
CCN(CC)S(=O)(=O)c1ccc(=O)n(Cc2noc(CC(C)C)n2)c1,6%
CCCCn1c(N)c(N(Cc2ccco2)C(=O)Cn2c(CC)nc3ccccc32)c(=O)[nH]c1=O,-16%
Cc1cc2oc(C(=O)N(Cc3ccccc3)C3CCS(=O)(=O)C3)c(C)c2cc1C (stereo not drawn),0%
COCCCNC(=O)CCN(CCC(C)C)C(=O)c1ccoc1,12%
COc1ccc(OC)c(NC(=O)NNC(=O)COc2ccc([N+](=O)[O-])cc2)c1,5%
COc1ccc(C2Cn3nnc(-c4nc(-c5cccc(F)c5)no4)c3CO2)cc1 (stereo not drawn),7%
O=C(NCc1ccco1)c1cc(-c2ccccn2)nc2cc(F)ccc12,u
O=C(NCCc1ccncc1)C1CN(C(=O)CCCc2ccccc2)CC12CCOCC2 (stereo not drawn),18%
CC(C)CN[C@H]1CO[C@H]2[C@@H]1OC[C@@H]2Nc1nccc(-c2cccs2)n1,32µM*
COc1cccc2c1cc1c(=O)n(CC(=O)N3CCN(c4cc(Cl)ccc4C)CC3)nc(C)n12,u
Cc1cccc(-c2noc([C@@H]3C[C@@H](O)CN3Cc3cccc(C#N)c3)n2)c1,-35%[86.2 µM]
CN(C)c1nc2c(c(=O)[nH]c(=O)n2C)n1CCOc1ccccc1,-7%
O=C(Cn1c(=O)n(CC2CCCO2)c(=O)c2ccccc21)Nc1ccc(F)cc1F (stereo not drawn),-16%
COc1ccc(-c2noc(CN(C(=O)Cc3ccc(C)cc3)C(C)C)n2)cc1,-7%
COc1ccc(-c2cc3c(=O)n(CCNC(=O)c4cc(Cl)ccc4F)ccn3n2)cc1,u
O=[S+]([O-])(c1cccc(C(F)(F)F)c1)N1CCc2nc(C3CC3)nc(-c3ccc(Cl)cc3)c2C1,-6%[115 µM]
Cc1cccc(NC(=O)c2ccc(S(=O)(=O)NCc3cccnc3)cc2)c1,20%
N#CCc1ccc(NC(=O)CNc2cccc(F)c2)cc1,-3%
COC(=O)c1ccc(NC(=O)C(NC(=O)c2ccccc2)C(C)C)c(C)c1 (stereo not drawn),16%
COc1ccc(C(=O)COC(=O)c2cc(C)nc3c(C)cccc23)cc1,4%
CC(C)c1nn2c(=O)cc(CSc3n[nH]c(-c4ccccc4F)n3)nc2s1,-4%
CCn1ncc(CN2CC[C@H](CNC(=O)COC)[C@H](N(C)C)C2)c1C,-21%
CCCN(C)C(=O)c1cn2ccnc(-c3ccc(C)cc3)c2n1,-37%
Cc1ccc(NC(=O)Cn2c(=O)n(Cc3ccc(C(=O)NCc4ccc5c(c4)OCO5)cc3)c(=O)c3ccccc32)cc1,u
COCCNC(=O)c1ccc2c(c1)N(C)C(CC(=O)NCc1ccoc1)CO2 (stereo not drawn),28µM*
O=C(N[C@H]1CO[C@H]2[C@@H]1OC[C@@H]2Nc1nccc(-c2cccs2)n1)c1ccc(C(F)(F)F)cc1,u
CC(=O)N1CCCc2cc(S(=O)(=O)N3CCC(C(=O)NCc4ccc(N(C)C)cc4)CC3)ccc21,2%
CCN1C(=O)c2ccccc2S(=O)c2ccc(C(=O)NCc3ccc(C)cc3)cc21 (stereo not drawn),-1%
COc1ccccc1CN1CCC2(CC1)OC(=O)N(Cc1ccccc1)C2(C)c1ccccc1 (stereo not drawn),-10%
CN(CC(=O)Nc1ccccc1Br)CC(=O)Nc1ccccc1C(F)(F)F,11%
CC(=O)Nc1ccc(NC(=O)NC(C)c2ccc(F)cc2)cc1 (stereo not drawn),16%
O=C(CCSCc1cccc(Cl)c1)NCCc1ccc(Cl)cc1,u
COc1ccc(CNC(=O)C23CC4CC(CC(C4)C2)C3)cc1,-2%
O=C(CSc1nc(=O)n(CCN2CCOCC2)c2c1CCC2)Nc1ccc(F)cc1F,-16%
Cc1nc(N2CCC(NC(=O)c3ccccc3Cl)CC2)cc(C(F)(F)F)n1,14%
CCC(N)(CC)c1cn(CC2CCCN(C(=O)Nc3ccsc3)C2)nn1 (stereo not drawn),-3%
CC(C)(C)c1ccc(CN(Cc2ccco2)c2cnc(S(C)(=O)=O)nc2C(=O)Nc2ccc(F)cc2)cc1,-29%
CCCN(CCC)CCNC(=O)c1nn(C)c2c1CS(=O)(=O)c1ccccc1-2,-19%
CCCCCCCCOc1ccc(OC(=O)c2ccncc2)cc1,11%
FC(F)(F)c1ccc(C(c2ccccc2)N2CCNCC2)cc1 (stereo not drawn),u
N#Cc1cccc(C(=O)N2CCCCCCNC(=O)CC2)c1,-25%
O=C(/C=C/c1ccc(F)cc1)NNC(=O)c1ccc(NC(=O)C2CCCCC2)cc1,23%
Cc1noc(-c2cn(C3CCN(C(=O)c4cccn4C)C3)nn2)n1 (stereo not drawn),-2%
O=C(NCc1ccccc1Cl)c1ccc2c(c1)N(Cc1ccccc1)C(=O)CS2,-7%
CCCn1ccc2sc(C)c(C(=O)NC(C)c3ccc(OC)c(OC)c3)c2c1=O (stereo not drawn),-6%
COc1ccccc1NC(=O)Nc1ccccc1C(=O)NCCCN1CCOCC1,17%
CCOC(=O)c1scc(-c2ccc(C)cc2)c1S(=O)(=O)Nc1ccc(F)c(F)c1,-15%
Fc1ccc(NC(=S)NCCc2ccccn2)cc1Cl,8%
CCCCCCCCS(=O)CCO (stereo not drawn),19%
COc1ccc(CCNC(=O)c2ccc(Cn3c(=O)c4ccccc4n(Cc4cccc(C)c4)c3=O)cc2)cc1OC,-4%
CCOC(=O)c1c(NC(=O)CSc2ccccn2)sc2c1CCC2,-9%
Cc1noc(C2CC3(CCN(C(=O)c4n[nH]c(=O)c5ccccc45)CC3)CN2C)n1 (stereo not drawn),-17%
CCc1noc(CN(CC)C(=O)c2ccccc2NCc2sccc2C)n1,u
O=C(NCC1CCCO1)c1cc([N+](=O)[O-])ccc1N1CCC(Cc2ccccc2)CC1 (stereo not drawn),10%
Cc1cc(S(=O)(=O)N2CCC(n3cnnc3C(C)C)CC2)ccc1F,11%
CCOC(=O)c1cnc2nc(-c3ccccc3)nn2c1C,18%

# The listing continues.
SMILES,KDM5B inh
COCC1CN(S(=O)(=O)c2cccnc2)CC12CCOCC2 (stereo not drawn),18%
CC(Oc1ccccc1Cl)C(=O)N1CCN(CCc2ccccn2)CC1 (stereo not drawn),-3%
CC(=O)N1CCC(N[C@@H]2CO[C@H](CNC(=O)C3CCCC3)[C@H]2O)CC1,-19%[86.2 µM]
c1cc(CNCC2CCCO2)cs1 (stereo not drawn),10%
CC(C)c1ccc(CC(=O)N2CCCc3ncc(C(=O)Nc4ccn(C)n4)cc32)cc1,2%[86.2 µM]
Cn1c(=O)c2c(nc(Br)n2CC(=O)c2ccc(Cl)cc2)n(C)c1=O,14%
Cc1ccc(C)c(S(=O)(=O)Nc2ccc3c(c2)CCCN3C(=O)c2cccs2)c1,2%
